Myeloid diff MLP = compounds promoting myeloid differentiation | ER-HoxA9 myeloid progenitors, lysozyme-GFP differentiation, flow cytometry | calls only at 10 µM | 360,000 tested, 1% active;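 active = normalized GFP-positive differentiation at or above the plate's own cutoff, the solvent-only control mean plus 3 SD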;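 also: cells exposed to compound for four days before flow analysis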
TNAP activation fold = stimulation of alkaline phosphatase TNAP activity – biochemical, luminescent, no phosphate acceptor, uHTS, primary screen (AID 1001); activation fold at 20 µM, or EC50 in µM where a hit was titrated; purified TNAP, luminescent activation assay, no phosphate acceptor; higher activation fold means a stronger effect; 200,000 tested, 0.03% active; in the data active = activation fold from about 3, or a potency from the dose series; inactive = the rest, 99 in 100 with activation fold below about 1.6; also: many of its hits are not listed in these tables
SIAH1 antagonists = blockers of Siah-1 interaction with plectin peptide – biochemical, fluorescence polarization, rhodamine-plectin, uHTS, primary screen (AID 1817); Siah-1 / rhodamine-plectin peptide fluorescence polarization; higher % means a stronger effect; displacement, % at 20 µM, or IC50 in µM where a hit was titrated; 290,000 tested, 0.02% active;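 active = displacement of at least 50% at 20 µM, with a fluorescence ratio check between 0.3 and a set limit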;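 also: plate controls were Siah plus tracer with DMSO for no effect and tracer alone without Siah for full effect; strong numbers were not always called active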
PMI inhibitors = inhibitors of human PMI, primary screen, biochemical, fluorescence intensity, coupled assay (AID 1209). 190,000 tested, 0.42% active. purified PMI enzyme, coupled fluorescence intensity; higher % means a stronger effect. inhibition, % at 20 µM, or IC50 in µM where a hit was titrated;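 also: plate controls were DMSO vehicle for no effect and wells lacking substrate for full effect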
Salmonella PhoP GFP = PhoP-dependent GFP reporter repression – Salmonella Typhimurium, primary screen (AID 1863). 300,000 tested, 0.16% active. S. Typhimurium PhoP-regulated promoter GFP reporter, 4 h; higher % means a stronger effect. inhibition, % at 50 µM; hits with a dose series show IC50 in µM;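 active = inhibition over 29.93%, a cutoff 3 SD above the screen mean, later confirmed by dose response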;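 also: 0% = low Mg2+ inducing control and 100% = high Mg2+ repressing control; strong numbers were not always called active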
RSV CPE inhibition = RSV antiviral activity via CPE protection, HEp-2 cells, primary 10 µM value included (AID 2391). HEp-2 cells, RSV-induced CPE inhibition; higher % means a stronger effect. one-dose CPE inhibition, % at 10 µM; IC50 in µM for titrated hits. 310,000 tested, 0.13% active; in the data active = a potency from the dose series; also: strong numbers were not always called active
PMI inhibition = MPI inhibition at elevated mannose 6-phosphate – biochemical, fluorescence intensity, high mannose 6-phosphate, primary screen (AID 1220); recombinant PMI enzyme, coupled fluorescence intensity; higher % means a stronger effect; 190,000 tested, 0.66% active; one-dose inhibition, % at 20 µM; IC50 in µM for titrated hits
XIAP antagonists = small molecules displacing peptide from XIAP – biochemical, IAP family, fluorescence polarization (AID 1018); XIAP BIR domain, fluorescence polarization peptide displacement; higher % means a stronger effect; one-dose displacement, % at 20 µM; IC50 in µM for titrated hits; 200,000 tested, 0.007% active; in the data active = displacement above about 50%; also: a part of the inactive calls stands beside numbers as strong as those of hits
WT yeast gro inh = growth inhibition of WT yeast, mitochondrial fusion screen; 190,000 tested, 2.1% active; mitochondrial fusion phenotypic screen, WT strain; inhibition, % at 10 µM; in the data active = inhibition above about 58%; tested in S. cerevisiae
WT yeast gro inh mutant strain = recorded beside WT yeast gro inh, whose call it bears; inhibition, %; mitochondrial fusion phenotypic screen, mutant strain inhibition
Myeloid diff MLP GFP+ MAC1+ % = also measured in Myeloid diff MLP; calls as there; GFP+ MAC1+ double positive, %; measured here: differentiation confirmed by MAC1 staining
* = called active by the depositor; i = inactive; nt = no result given. Rule as the data show it, unless noted: active = inhibition above about 50%; inactive = the rest.

SMILES	Myeloid diff MLP	Myeloid diff MLP GFP+ MAC1+ %	TNAP activation fold	SIAH1 antagonists	PMI inhibitors	Salmonella PhoP GFP	RSV CPE inhibition	PMI inhibition	XIAP antagonists	WT yeast gro inh	WT yeast gro inh mutant strain
O=C(O)CNC(=O)CC1S/C(=N/N=C/c2ccccc2O)NC1=O (stereo unspecified)	i	0.2	1.1	-0.7%	-8.1%	2.6%	1.7%	-22.5%	-5.7%	19.5	-6.1
COC(=O)[C@H](Cc1ccccc1)NC(=O)c1cc(COc2c(F)cccc2F)on1	i	4.4	nt	-3.0%	nt	-1.5%	1.6%	nt	nt	nt	nt
CCCCn1c2ccccc2c2cc(CC(N)=O)ccc21	i	0.4	nt	3.8%	nt	1.6%	6.8%	nt	nt	nt	nt
Cc1nn(C(=O)N(C)C)c(C)c1CN1C(=O)c2ccccc2C1=O	i	0.8	nt	1.1%	nt	4.9%	2.8%	nt	nt	nt	nt
O=C(COC(=O)/C=C/c1ccco1)NCCc1ccccc1	i	0.3	1.1	0.1%	-8.5%	-0.3%	2.2%	-2.7%	-1.1%	9.3	-7.6

Ordered by formula weight (highest first): 3 of the compounds above.
SMILES	Myeloid diff MLP	Myeloid diff MLP GFP+ MAC1+ %	TNAP activation fold	SIAH1 antagonists	PMI inhibitors	Salmonella PhoP GFP	RSV CPE inhibition	PMI inhibition	XIAP antagonists	WT yeast gro inh	WT yeast gro inh mutant strain
O=C(O)CNC(=O)CC1S/C(=N/N=C/c2ccccc2O)NC1=O (stereo unspecified)	i	0.2	1.1	-0.7%	-8.1%	2.6%	1.7%	-22.5%	-5.7%	19.5	-6.1
Cc1nn(C(=O)N(C)C)c(C)c1CN1C(=O)c2ccccc2C1=O	i	0.8	nt	1.1%	nt	4.9%	2.8%	nt	nt	nt	nt
O=C(COC(=O)/C=C/c1ccco1)NCCc1ccccc1	i	0.3	1.1	0.1%	-8.5%	-0.3%	2.2%	-2.7%	-1.1%	9.3	-7.6

Molecules above with four or more nitrogen atoms:
SMILES	Myeloid diff MLP	Myeloid diff MLP GFP+ MAC1+ %	TNAP activation fold	SIAH1 antagonists	PMI inhibitors	Salmonella PhoP GFP	RSV CPE inhibition	PMI inhibition	XIAP antagonists	WT yeast gro inh	WT yeast gro inh mutant strain
O=C(O)CNC(=O)CC1S/C(=N/N=C/c2ccccc2O)NC1=O (stereo unspecified)	i	0.2	1.1	-0.7%	-8.1%	2.6%	1.7%	-22.5%	-5.7%	19.5	-6.1
Cc1nn(C(=O)N(C)C)c(C)c1CN1C(=O)c2ccccc2C1=O	i	0.8	nt	1.1%	nt	4.9%	2.8%	nt	nt	nt	nt

High-throughput results: PubChem, several laboratories
